ROMK mod – ROMK potassium channel modulators, primary screen, cell-based, thallium flux, MLSMR library; Tet-inducible ROMK, thallium flux fluorescence; actives lie on both sides; 130,000 compounds, 2% hits; B-score at 10 µM; ATP-sensitive inward rectifier potassium channel 1 (Homo sapiens), P48048;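 active = signal ratio slope over the read window, or its plate-corrected B-score, at least 3 SD from the plate mean, either direction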;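 also: B-score of the F/F0 ratio slope over 7 to 12 s after thallium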
TR-FRET SRC-2 ct – TR-FRET signal artefacts, primary screen, artefact control for PPARgamma SRC-2 agonist project, biochemical. TR-FRET ratio at 8 µM. 200,000 compounds, 0.4% hits. AID 1049, 2008. TR-FRET artefact counter-screen; hits give high values; in the data active = TR-FRET ratio above about 2000; also: inactives centre near 1500
S1P3 antagonist – S1P3 receptor antagonists, primary screen, cell-based; inhibition, % at 4.98 µM; CHO S1P3 NFAT-BLA reporter, FRET fluorescence, antagonist mode; 170,000 compounds, 0.27% hits; Sphingosine 1-phosphate receptor 3 (Homo sapiens), Q99500;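 active = inhibition above the plate cutoff, the mean inhibition of test wells on that plate plus 3 SD, cut at about 28% in these data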;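 also: cells challenged with S1P at its EC80 of 0.8 µM; blue over green emission ratio from cleaved BLA substrate after 4 h stimulation; 0% = S1P-stimulated wells and 100% = unstimulated DMSO-only wells; some compounds past the cut are filed as inactive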
Target sequence (Q99500 whole entry, looked up): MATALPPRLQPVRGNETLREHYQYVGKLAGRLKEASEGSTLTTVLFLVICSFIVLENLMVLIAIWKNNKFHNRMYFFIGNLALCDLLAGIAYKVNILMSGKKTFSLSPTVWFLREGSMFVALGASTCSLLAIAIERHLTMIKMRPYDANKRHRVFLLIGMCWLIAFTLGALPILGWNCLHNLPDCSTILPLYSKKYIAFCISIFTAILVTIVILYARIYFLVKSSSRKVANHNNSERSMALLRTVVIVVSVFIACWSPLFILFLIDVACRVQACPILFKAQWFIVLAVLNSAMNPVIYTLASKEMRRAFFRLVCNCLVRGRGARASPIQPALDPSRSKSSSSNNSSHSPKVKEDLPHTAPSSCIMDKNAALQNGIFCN
RAM network inh – inhibitors of the yeast RAM network, primary screen, dse1pr::URA3 reporter, 5-FOA selection | S. cerevisiae dse1pr::URA3 reporter, 5-FOA growth OD615, 2 d; analog-sensitive cbk1-as2 kinase mutant strain | inhibition, % at 50 µM | 190,000 compounds, 1.8% hits;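 active = inhibition above a set limit, 3 SD over mean compound inhibition, cut at about 8.4% in these data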;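 also: 0% = DMSO-only wells with no growth and 100% = 10 µM 1-NA-PP1 full growth; inhibition rescues growth on 5-FOA so higher OD means more RAM inhibition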
HMGR II inh – inhibitors of E. faecalis class II HMGR, primary screen, biochemical, Enterococcus faecalis | HMG-CoA reductase (Enterococcus faecalis, mvaE) | purified E. faecalis HMGR, NADPH absorbance 340 nm kinetic | inhibition, % at 10 µM | 190,000 compounds, 0.41% hits | AID 1066, 2008;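 active = inhibition above a set limit, the median over all tested compounds plus 3 SD, cut at about 9.5% in these data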;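 also: enzyme runs in reverse so mevalonate oxidation gives rising NADPH absorbance; 0% = complete reaction with DMSO and 100% = background rate lacking mevalonate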
Redox H2O2 prof – compounds producing H2O2 with reducing agent – biochemical, NIH compound library profiling, artefact control for MLSCN library redox annotation, primary screen. DTT-dependent redox cycling H2O2, phenol red/HRP absorbance; 100% = 100 µM peroxide control, 0% = buffer. activation, % at 10 µM. 200,000 compounds, 0.03% hits. AID 878, 2007;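 active = activation of at least 50% relative to the plate's high and low controls in the primary single-dose screen; inactive = activation below 50%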;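 also: compound incubated with DTT at 0.8 mM final as the reducing agent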
PPARg SRC2 recr – agonists of PPARg-SRC-2 recruitment, primary screen, biochemical, HTS | Peroxisome proliferator-activated receptor gamma (Homo sapiens), P37231 | PPARgamma LBD-SRC-2 recruitment | activation, % at 8 µM | AID 1032, 2008 | 200,000 compounds, 0.34% hits; in the data active = activation above about 22%;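 also: 0% = vehicle and 100% = reference agonist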
Target sequence (P37231 whole entry, looked up, the tested form may be a part): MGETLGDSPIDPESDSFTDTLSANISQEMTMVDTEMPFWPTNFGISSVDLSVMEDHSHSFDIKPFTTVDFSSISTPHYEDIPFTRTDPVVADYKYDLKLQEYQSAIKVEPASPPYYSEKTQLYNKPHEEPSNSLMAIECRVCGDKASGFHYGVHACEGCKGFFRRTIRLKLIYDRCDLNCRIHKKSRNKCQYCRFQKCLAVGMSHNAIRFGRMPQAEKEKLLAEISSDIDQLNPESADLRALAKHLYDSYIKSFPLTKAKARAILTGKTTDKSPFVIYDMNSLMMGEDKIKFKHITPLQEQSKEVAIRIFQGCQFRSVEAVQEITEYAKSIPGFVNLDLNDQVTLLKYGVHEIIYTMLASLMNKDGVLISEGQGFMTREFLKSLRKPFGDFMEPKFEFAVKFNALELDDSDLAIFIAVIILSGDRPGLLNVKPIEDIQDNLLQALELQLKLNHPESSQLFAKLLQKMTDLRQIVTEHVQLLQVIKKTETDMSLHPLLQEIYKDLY
PPARg SRC3 recr – PPARgamma agonists recruiting SRC-3 coactivator, primary screen, biochemical; biochemical PPARgamma/SRC-3 coactivator recruitment assay; Peroxisome proliferator-activated receptor gamma (Homo sapiens), P37231; AID 731, 2007; 200,000 compounds, 0.26% hits; activation, % at 8 µM; in the data active = activation above about 23%;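 also: 0% = DMSO and 100% = reference agonist; some compounds past the cut are filed as inactive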
bIAP inh – bovine intestinal alkaline phosphatase inhibitors, primary screen, selectivity assay for TNAP inhibitor project, biochemical, bovine IAP, CDP-star luminescence. alkaline phosphatase, intestinal [Bos taurus]. purified bovine IAP, 30 min. inhibition, % at 20 µM. 190,000 tested, under 10 active;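 active = over 50% inhibition of intestinal alkaline phosphatase at 20 µM in the single-dose screen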
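Assay system – bovine IAP enzyme · Quantity – bovine IAP at 1/65,000,000 final dilution · Detection – CDP-star luminescence signal · Times – 30 min reaction at room temperature · Also added – CDP-star substrate at 30 µM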
Lmaj promast – Leishmania major promastigote growth inhibition, primary screen; AID 1063, 2008; Leishmania major promastigotes, resazurin fluorescence viability; 200,000 compounds, 9% hits; inhibition, % at 10 µM; in the data active = inhibition above about 50%;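 also: promastigotes grown with compound for 44 hours at 28 °C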
PPARg SRC1 recr – PPARgamma agonists recruiting SRC-1 coactivator, primary screen, biochemical | Peroxisome proliferator-activated receptor gamma (Homo sapiens), P37231 | PPARgamma-SRC-1 coactivator recruitment biochemical assay | activation, % at 8 µM | 200,000 compounds, 0.41% hits | AID 631, 2007; in the data active = activation above about 19%;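 also: 0% = DMSO and 100% = reference agonist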
* = called active by the depositor.

Results for CC(Cc1ccccc1)C(=O)N(C)Cc1ccccc1 (stereo not drawn) ?
ROMK mod: 0.0102; TR-FRET SRC-2 ct: 1649; S1P3 antagonist: 2.9; RAM network inh: -0.8; HMGR II inh: 4.2; Redox H2O2 prof: 0.5; PPARg SRC2 recr: 7.9; PPARg SRC3 recr: -0.8; bIAP inh: 1.6; Lmaj promast: -5.1; PPARg SRC1 recr: 4.1

How did COc1cc(/C=C(\C#N)c2[nH]nc(N)c2C#N)cc(OC)c1O do in these assays?
ROMK mod: 0.552; TR-FRET SRC-2 ct: 1686; RAM network inh: 4.0; HMGR II inh: -2.4; Redox H2O2 prof: 0.7; PPARg SRC2 recr: 5.3; PPARg SRC3 recr: 10.9; bIAP inh: 27.8; Lmaj promast: 9.7; PPARg SRC1 recr: 1.1

Results for CCC(=O)c1c[nH]c(C(=O)NCC2CCCO2)c1 (stereo not drawn) ?
TR-FRET SRC-2 ct: 1467; RAM network inh: 0.9; HMGR II inh: -5.5; Redox H2O2 prof: 2.3; PPARg SRC2 recr: 4.7; PPARg SRC3 recr: -9.0; bIAP inh: 13.4; Lmaj promast: -6.4; PPARg SRC1 recr: -3.0

Results for CC(=O)c1cc2c(cc1NS(=O)(=O)c1ccccc1F)OCO2 ?
ROMK mod: 0.0119; TR-FRET SRC-2 ct: 1418; S1P3 antagonist: 3.1; RAM network inh: 1.1; HMGR II inh: -0.2; Redox H2O2 prof: -1.0; PPARg SRC2 recr: -3.6; PPARg SRC3 recr: -4.0; bIAP inh: -23.4; Lmaj promast: -2.7; PPARg SRC1 recr: -6.6

What do the screens show for `C[C@@H]1CN(C(=O)c2nc3ccc(Cl)cn3c2CN[C@H]2CCCCNC2=O)C[C@H](C)O1`?
ROMK mod: 0.402; TR-FRET SRC-2 ct: 1688; S1P3 antagonist: -4.7; RAM network inh: 1.1; HMGR II inh: -5.4; Redox H2O2 prof: -0.5; PPARg SRC2 recr: 11.1; PPARg SRC3 recr: 6.5; bIAP inh: -1.3; Lmaj promast: -7.3; PPARg SRC1 recr: 5.1

How did O=C(Nc1cccc(S(=O)(=O)N2CCOCC2)c1)c1ccco1 do in these assays?
ROMK mod: 0.502; TR-FRET SRC-2 ct: 1499; RAM network inh: -0.6; HMGR II inh: -3.9; Redox H2O2 prof: 0.0; PPARg SRC2 recr: 10.5; PPARg SRC3 recr: 9.6; bIAP inh: 3.3; Lmaj promast: 92.6*; PPARg SRC1 recr: 2.0

How did CC1(C)C(C=C(Cl)Cl)C1C(=O)N(Cc1ccc(Cl)cc1)C1CCS(=O)(=O)C1 (stereo not drawn) do in these assays?
TR-FRET SRC-2 ct: 1626; S1P3 antagonist: 13.5; RAM network inh: 2.9; HMGR II inh: -5.0; Redox H2O2 prof: 0.0; PPARg SRC2 recr: 2.9; PPARg SRC3 recr: 2.2; bIAP inh: -7.5; Lmaj promast: 4.0; PPARg SRC1 recr: 1.5

What do the screens show for `O=C(c1cccs1)n1cc(C(=S)N2CCOCC2)c2ccccc21`?
ROMK mod: -0.0281; TR-FRET SRC-2 ct: 1608; RAM network inh: 2.8; HMGR II inh: -3.7; Redox H2O2 prof: -0.2; PPARg SRC2 recr: 10.8; PPARg SRC3 recr: 3.3; bIAP inh: 2.9; Lmaj promast: -2.7; PPARg SRC1 recr: -2.1

What do the screens show for `O=C(NCCC1=CCCCC1)c1ccc(Cl)c(S(=O)(=O)N2CCOCC2)c1`?
TR-FRET SRC-2 ct: 1361; S1P3 antagonist: -6.3; RAM network inh: 0.8; HMGR II inh: -2.4; Redox H2O2 prof: -0.5; PPARg SRC2 recr: 8.3; PPARg SRC3 recr: 12.1; bIAP inh: 6.3; Lmaj promast: 10.3; PPARg SRC1 recr: -0.6

How did CC1C=Cc2ccccc2N1C(=O)c1ccccc1 (stereo not drawn) do in these assays?
ROMK mod: -0.144; TR-FRET SRC-2 ct: 1463; S1P3 antagonist: 3.9; RAM network inh: 0.8; HMGR II inh: -4.8; Redox H2O2 prof: 2.5; PPARg SRC2 recr: -9.6; PPARg SRC3 recr: -11.1; bIAP inh: 3.6; Lmaj promast: -0.3; PPARg SRC1 recr: -4.4

What do the screens show for `CCOc1ccc2c(c1)-c1c(ssc1=S)C(C)(C)N2C(=O)CSC1=NCCS1`?
ROMK mod: -0.996; TR-FRET SRC-2 ct: 1410; S1P3 antagonist: 4.4; RAM network inh: 2.9; HMGR II inh: 2.6; Redox H2O2 prof: 3.0; PPARg SRC2 recr: -5.6; PPARg SRC3 recr: 0.3; bIAP inh: 18.8; Lmaj promast: 96.4*; PPARg SRC1 recr: 0.6

What do the screens show for `CCCc1nc(NC(C)=O)c(C#N)c(-c2ccco2)c1CC`?
TR-FRET SRC-2 ct: 1615; S1P3 antagonist: 15.3; RAM network inh: -0.5; HMGR II inh: -3.9; Redox H2O2 prof: -2.6; PPARg SRC2 recr: 10.0; PPARg SRC3 recr: -1.7; bIAP inh: -2.0; Lmaj promast: -6.3; PPARg SRC1 recr: 3.4

Results for COC(=O)c1cc(=O)n(-c2ccccc2)c(=Nc2ccccc2)s1 ?
ROMK mod: -0.469; TR-FRET SRC-2 ct: 1288; S1P3 antagonist: 1.8; RAM network inh: -0.9; HMGR II inh: 3.2; Redox H2O2 prof: 0.9; PPARg SRC2 recr: 10.5; PPARg SRC3 recr: 2.8; bIAP inh: 14.3; Lmaj promast: 87.0*; PPARg SRC1 recr: 1.6

How did O=C(/C=C/c1ccc(Cl)cc1)Nc1ccc(S(=O)(=O)Nc2ncccn2)cc1 do in these assays?
ROMK mod: 0.0766; TR-FRET SRC-2 ct: 1584; S1P3 antagonist: -1.5; RAM network inh: 8.5*; HMGR II inh: 2.0; Redox H2O2 prof: -1.6; PPARg SRC2 recr: 6.9; PPARg SRC3 recr: 3.8; bIAP inh: -4.1; Lmaj promast: 63.3*; PPARg SRC1 recr: 1.2

Results for O=S(=O)(Nc1cccc(S(=O)(=O)N2CCOCC2)c1)c1ccc(Cl)s1 ?
ROMK mod: -0.782; TR-FRET SRC-2 ct: 1558; S1P3 antagonist: -2.6; RAM network inh: -0.1; HMGR II inh: -0.3; Redox H2O2 prof: -0.3; PPARg SRC2 recr: -5.6; PPARg SRC3 recr: -1.8; bIAP inh: 13.9; Lmaj promast: -3.1; PPARg SRC1 recr: -4.3

Results for N#Cc1c(-c2ccccc2)nc(N2CCOCC2)[nH]c1=O ?
ROMK mod: -1.01; TR-FRET SRC-2 ct: 1695; S1P3 antagonist: -1.7; RAM network inh: 2.9; HMGR II inh: -0.1; Redox H2O2 prof: 0.5; PPARg SRC2 recr: 2.4; PPARg SRC3 recr: 12.4; bIAP inh: 7.8; Lmaj promast: -4.0; PPARg SRC1 recr: 7.9

What do the screens show for `O=C(Cn1cnc2ccccc2c1=O)c1ccc(Cl)cc1`?
ROMK mod: 0.0176; TR-FRET SRC-2 ct: 1628; S1P3 antagonist: -6.9; RAM network inh: 0.0; HMGR II inh: -3.7; Redox H2O2 prof: -0.6; PPARg SRC2 recr: 8.1; PPARg SRC3 recr: -2.8; bIAP inh: 0.2; Lmaj promast: -2.5; PPARg SRC1 recr: -2.8

How did CC(C)(C)OC(=O)N[C@@H](Cc1ccccc1)c1nnc(S(=O)(=O)Cc2cccc(F)c2)o1 do in these assays?
ROMK mod: 0.831; TR-FRET SRC-2 ct: 1586; S1P3 antagonist: -9.4; RAM network inh: 2.6; HMGR II inh: 5.2; Redox H2O2 prof: 0.0; PPARg SRC2 recr: 4.7; PPARg SRC3 recr: -3.0; bIAP inh: -12.4; Lmaj promast: 3.1; PPARg SRC1 recr: 1.8

What do the screens show for `Cc1cccc(C2C3=C(Nc4[nH]n(-c5ccccc5)c(=O)c42)c2ccccc2C3=O)c1` (stereo not drawn)?
ROMK mod: -1.67; TR-FRET SRC-2 ct: 1578; S1P3 antagonist: -11.8; RAM network inh: 4.4; HMGR II inh: -5.9; Redox H2O2 prof: 0.1; PPARg SRC2 recr: -3.0; PPARg SRC3 recr: 1.1; bIAP inh: 5.3; Lmaj promast: -9.9; PPARg SRC1 recr: 0.3

What do the screens show for `CC(C)CNc1nc(Oc2ccc(=O)n(-c3ccccc3)n2)nc(N2CCOCC2)n1`?
TR-FRET SRC-2 ct: 1578; S1P3 antagonist: 17.8; RAM network inh: 2.5; HMGR II inh: -8.0; Redox H2O2 prof: 2.0; PPARg SRC2 recr: 4.3; PPARg SRC3 recr: -1.5; bIAP inh: 9.5; Lmaj promast: 5.2; PPARg SRC1 recr: 4.6

What do the screens show for `COc1ccc(OCc2nnc(SCC(=O)NCc3ccco3)o2)cc1`?
ROMK mod: 0.432; TR-FRET SRC-2 ct: 1486; S1P3 antagonist: -8.7; RAM network inh: 2.6; HMGR II inh: -1.8; Redox H2O2 prof: 2.7; PPARg SRC2 recr: -5.3; PPARg SRC3 recr: -0.1; bIAP inh: 11.7; Lmaj promast: 0.0; PPARg SRC1 recr: 3.7

Results for Cn1cc(-c2nnnn2-c2ccc(Cl)cc2)c(=O)c2ccccc21 ?
ROMK mod: -0.131; TR-FRET SRC-2 ct: 1555; RAM network inh: 0.5; HMGR II inh: -2.4; Redox H2O2 prof: 0.0; PPARg SRC2 recr: 7.0; PPARg SRC3 recr: 7.4; bIAP inh: 8.4; Lmaj promast: 0.1; PPARg SRC1 recr: 4.6

How did Cc1ccc(-c2nc(CS(=O)CC(=O)NCCC(C)C)c(C)o2)cc1 (stereo not drawn) do in these assays?
TR-FRET SRC-2 ct: 1489; S1P3 antagonist: -13.8; RAM network inh: 0.3; HMGR II inh: -3.4; Redox H2O2 prof: -0.9; PPARg SRC2 recr: -0.5; PPARg SRC3 recr: -5.2; bIAP inh: -1.0; Lmaj promast: -4.5; PPARg SRC1 recr: -8.4

Results for Cc1occc1C(=O)N/N=C/C1=C(N2CCOCC2)C(=C\c2ccc(Cl)cc2)/CC1 ?
TR-FRET SRC-2 ct: 1475; S1P3 antagonist: 1.1; RAM network inh: 6.6; HMGR II inh: 1.2; Redox H2O2 prof: 1.5; PPARg SRC2 recr: 1.6; PPARg SRC3 recr: 4.0; bIAP inh: 20.9; Lmaj promast: -2.6; PPARg SRC1 recr: 1.3

Bioassay records as filed in PubChem.
